Screening data (PubChem)
MBNL1 CUG block: MBNL1-poly(CUG) RNA binding inhibition. Q9NR56. TR-FRET MBNL1-His/biotin-(CUG)12 binding, 665/545 ratio. Potency, µM (doses to about 57.5 µM), for inactives: at the highest dose activity change, negative = inhibition, actives largely listed as inhibitors. actives 0.036% (n = 280,000). AID 2675; active = well fitted inhibition curve with a large enough effect in the signal ratio, with a control signal flat, not every such curve was filed as active; inconclusive = small, poorly fitted or top-dose-only effect, or effect the other way, or a change in a side signal; inactive = no such curve, though single readings can be large or run the other way; the % refers to the signal ratio; note: potency is the fitted concentration of half-maximal effect; % is set by controls: 0 for no effect and ±100 for the full control effect
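MBNL1-His + Biotin-(CUG)12, cpd titration 92 nM–58 uM; Tb anti-His Ab 0.055 ng/ul, SA-XL665 5 nM (final); 60 min RT; ratiometric 665/545 nm, Ex 340 nm; normalized to buffer and full-complex controls.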
PKM2 act: increases activity of human pyruvate kinase M2 | P14618 | purified PKM2, Kinase-Glo ATP luminescence, activation; response scale: 0% is enzyme alone, no compound | Potency, µM (highest dose often 57.5 µM), without a hit: at the top dose activation, usual class: activators | actives 0.34% (n = 260,000) | AID 1631; note: potency is the fitted concentration of half-maximal effect; % is set by controls: 0 for no effect and ±100 for the full control effect; nearly all actives have a fitted effect of over 55% in size
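Purified hPK-M2 (>95% pure) converted ADP (0.1 mM final) to ATP with 0.5 mM PEP in 50 mM imidazole pH7.2, KCl, MgCl2, Tween 20, BSA; 1 h at room temperature. ATP detected by Kinase-Glo luminescence.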
ELG1 DNA repair: ELG1-dependent DNA repair inhibition | HEK293T ELG1-luciferase reporter, luminescence, 16 h; DNA damage induced by 5-fluorouridine | Potency, µM (top dose mostly 46.1 µM), for inactives: at the top dose activity change, negative = inhibition, most hits filed as inhibitors | actives 2.3% (n = 330,000) | AID 504467; note: potency is the fitted concentration of half-maximal effect; % is set by controls: 0 for no effect and ±100 for the full control effect; nearly all actives have a fitted effect of over 55% in size
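Reporter activity after DNA damage by 5-fluorouridine is monitored. Compound-treated cells incubate 16 hr at 37 °C, then ONE-Glo is added for 30 min before luminescence reading.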
KCNH2 3.1 inh: inhibitors of human KCNH2 3.1 potassium channel isoform; U2OS KCNH2 3.1, thallium flux FluxOr; stronger effect = lower value; activity change, % (tested at about 1.8 µM); actives 0.95% (n = 340,000); AID 720553;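 active = maximum activity change below -70%; inconclusive = maximum activity change from -70% to -50%; inactive = maximum activity change above -50%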;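 note: thallium influx rate constant from kinetic fluorescence after stimulation buffer; % is set by controls: 0 for no effect and ±100 for the full control effect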
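Virally transduced U2OS (3.1 isoform, 4 h infection in dark at RT) → overnight 37 C → FluxOr + Red40 in HBSS/HEPES, 45 min → stimulation buffer, 2 min kinetic read → rate constant vs DMSO controls.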
Gal4-VP16 FLuc: Gal4-VP16 reporter inhibition counter-screen. Potency, µM (doses to about 53.6 µM), for the others: top-dose activity, negative = inhibition, usual class: inhibitors. Drosophila S2 Gal4-VP16 UAS-luciferase, luminescence, 20 h. actives 3.5% (n = 310,000);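 note: Gal4-VP16 expression switched on by copper sulfate through the metallothionein promoter; potency is the fitted concentration of half-maximal effect; % is set by controls: 0 for no effect and ±100 for the full control effect; nearly all actives have a fitted effect of over 50% in size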
Mito fusion yeast: mitochondrial division inhibition or fusion activation; S. cerevisiae fusion-defective mutant growth rescue, CellTiterGlo 48 h; Potency, µM (top dose mostly 46.1 µM), without a hit: at the highest dose growth rescue (activation), hits mostly activators; actives 0.23% (n = 320,000); AID 485298;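 note: potency is the fitted concentration of half-maximal effect; % of control where 0% means no effect; nearly all actives have a fitted effect of over 45% in size; temperature-sensitive fusion mutants such as fzo1-1 at 37 °C on non-fermentable ethanol glycerol medium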
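Temperature-sensitive fusion-defective S. cerevisiae (e.g. fzo1-1, mgm1-5) were grown with compound in YPEG medium (3% ethanol, 3% glycerol) for 48 hours at 37C. Growth rescue was measured as viability by CellTiterGlo luminescence after 10 minutes at ambient.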
Menin MLL FP TR: inhibitors of human menin-MLL interaction, mutant MLL peptide. actives 0.23% (n = 270,000). O00255. Menin + Texas Red MLL mutant peptide, fluorescence polarization. Potency, µM (series often up to 61.6 µM), for the others: top-dose FP activity change, negative = inhibition, actives largely listed as inhibitors; active = well fitted inhibition curve with a large enough effect in the polarisation, with a control signal flat, not every such curve was filed as active; inconclusive = small, poorly fitted or top-dose-only effect, or effect the other way, or a change in a side signal; inactive = no such curve, though single readings can be large or run the other way; the % refers to the polarisation; note: potency is the fitted concentration of half-maximal effect; % of control where 0% means no effect; many of its hits are not listed in these tables
NPC1 promoter act: activators of NPC1 promoter; Huh7 NPC1 promoter luciferase reporter, 24 h; Potency, µM (doses to about 9.22 µM), inactives show at the top dose activation, usual class: activators; actives 2.4% (n = 320,000); AID 485313;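 note: potency is the fitted concentration of half-maximal effect; % of control where 0% means no effect; nearly all actives have a fitted effect of over 60% in size; reporter is driven by a mutant NPC1 promoter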
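Luminescence from an NPC1 promoter-driven luciferase reporter in stably transfected Huh7 cells was measured after 24 h compound treatment at 37 °C, followed by 10 min ambient incubation with luciferase detection reagent.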
Rab9 promoter act: Rab9 promoter activation. Huh7 Rab9 promoter-luciferase reporter, luminescence, 24 h. Potency, µM (top dose mostly 9.22 µM), for the others: at the top dose activation, negative = inhibition, hits mostly activators. actives 2.8% (n = 320,000). AID 485297; note: potency is the fitted concentration of half-maximal effect; % of control where 0% means no effect; nearly all actives have a fitted effect of over 60% in size
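Huh7 cells stably carrying a Rab9 promoter-luciferase reporter, 1500 cells per well in OP-MEM I with 10% FBS, treated with compound 24 hours at 37C. Luciferase activity read by luminescence after 10 minutes with Amplite reagent.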
FLuc counter: counter-screen for miR-21 project: firefly luciferase inhibitors or activators. Potency, µM (highest dose often 57.5 µM), for inactives: at the highest dose activity change, negative = inhibition, hits mostly inhibitors. AID 588342. P08659. actives 6.9% (n = 360,000). purified FLuc, Km substrates, luminescence inhibition;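 note: potency is the fitted concentration of half-maximal effect; plate controls were vehicle for no effect and reference inhibitor for full effect; nearly all actives have a fitted effect of over 55% in size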
Target sequence (P08659 whole entry, looked up): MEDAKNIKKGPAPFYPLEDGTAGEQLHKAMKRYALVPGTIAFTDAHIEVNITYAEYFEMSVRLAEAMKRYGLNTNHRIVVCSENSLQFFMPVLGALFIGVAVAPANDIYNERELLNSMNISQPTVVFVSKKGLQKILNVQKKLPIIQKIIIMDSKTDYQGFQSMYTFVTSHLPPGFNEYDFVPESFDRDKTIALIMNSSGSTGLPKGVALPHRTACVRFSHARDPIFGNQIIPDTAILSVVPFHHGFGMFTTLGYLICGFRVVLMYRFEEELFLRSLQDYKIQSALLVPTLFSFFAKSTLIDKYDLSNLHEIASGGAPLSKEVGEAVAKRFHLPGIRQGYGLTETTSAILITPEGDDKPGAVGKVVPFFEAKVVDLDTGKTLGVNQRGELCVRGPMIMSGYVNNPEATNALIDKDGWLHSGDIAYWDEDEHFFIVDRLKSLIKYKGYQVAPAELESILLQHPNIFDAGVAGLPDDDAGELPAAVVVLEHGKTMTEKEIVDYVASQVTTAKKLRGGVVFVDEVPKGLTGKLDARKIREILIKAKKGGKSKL
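Purified P. pyralis luciferase, 10 nM final, with Km-level 10 uM D-luciferin and 10 uM ATP in 50 mM Tris acetate pH 7.5, 10 mM Mg acetate, 0.01% Tween-20, 0.05% BSA; 6-point qHTS titration about 60 µM downward; luminescence read.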
RORg inh: ROR gamma (mouse) transcription inhibition; Potency, µM (highest dose often 53.6 µM), for the others: top-dose activity change, negative = inhibition, actives largely listed as inhibitors; Drosophila S2 Gal4-RORgamma UAS-luciferase reporter, 20 h; actives 5.4% (n = 310,000); P51450; note: potency is the fitted concentration of half-maximal effect; % is set by controls: 0 for no effect and ±100 for the full control effect; nearly all actives have a fitted effect of over 60% in size
Target sequence (P51450 whole entry, looked up, the tested form may be a part): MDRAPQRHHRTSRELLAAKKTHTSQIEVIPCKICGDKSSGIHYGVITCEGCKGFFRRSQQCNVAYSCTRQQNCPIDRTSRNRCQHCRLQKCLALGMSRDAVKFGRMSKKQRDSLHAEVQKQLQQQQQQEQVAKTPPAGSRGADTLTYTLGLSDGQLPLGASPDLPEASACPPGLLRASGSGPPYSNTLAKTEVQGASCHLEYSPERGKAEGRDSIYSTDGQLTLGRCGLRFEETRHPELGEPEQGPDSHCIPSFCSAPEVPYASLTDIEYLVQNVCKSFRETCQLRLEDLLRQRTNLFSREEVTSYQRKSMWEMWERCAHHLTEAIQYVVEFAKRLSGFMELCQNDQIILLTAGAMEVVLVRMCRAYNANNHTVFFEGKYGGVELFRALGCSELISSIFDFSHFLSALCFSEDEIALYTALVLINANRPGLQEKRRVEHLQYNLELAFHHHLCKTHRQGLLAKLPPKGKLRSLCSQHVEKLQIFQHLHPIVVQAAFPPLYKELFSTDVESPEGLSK
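Stable Schneider cell line, Gal4 DNA-binding domain fused to ROR gamma, UAS-luciferase. Cmpd 1 hr RT → CuSO4 700 uM final → 20 hr RT → luciferase reagent 10 min → luminescence.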
Numbers without * were called inactive; ? = inconclusive; / = no result given; & = joins results of further samples; [ ] = remark or other dose. Unless noted, calls come from the whole dose curve; as a rule, active = well fitted curve in the direction sought with a large enough effect; inconclusive = small, poorly fitted or top-dose-only effect, or another doubt; inactive = no such curve, though single readings can be large; an effect the other way counts as inactive or inconclusive. Only part of the results is shown, so the mix of outcomes need not match the whole.

SMILES | MBNL1 CUG block | PKM2 act | ELG1 DNA repair | KCNH2 3.1 inh | Gal4-VP16 FLuc | Mito fusion yeast | Menin MLL FP TR | NPC1 promoter act | Rab9 promoter act | FLuc counter | RORg inh
Cc1ccc(C(=O)NC(C(=O)Nc2ccccc2)c2ccccc2)cc1 (stereo not given) | -4% | 8% | 6% | 4 | 10% | 5% | 0% | 0% | 2% | -2% | -3%
CCS(=O)(=O)N1CCC(C(=O)NCc2cccc(OC)c2)CC1 | -12% | ? | -1% | -19 | 4% | 1% | 21% | -6% | 7% | -1% | 14%
COc1cccc(N2CCN(C(=O)CCC(=O)c3ccc(Cl)s3)CC2)c1 | / | / | ? | -10 | / | 11% | / | 1% | 0% | 4% | /
COc1ccc(Nc2nc(N)nc(CSc3nnc(N)s3)n2)cc1 | 2% | -3% | ? | 9 | -1% | 1% | 0% | ? | ? | ? | ?
O=C(Nc1cccc(Cl)c1)c1cccc(N2C(=O)C3CC=CCC3C2=O)c1 (stereo not given) | -9% | -1% | -8% | -5 | 17% | -10% | 37%[activator] | 0% | -3% | -19% | 4%
Oc1ccc(NCc2cccc(OCc3ccc(F)cc3)c2)cc1 | ? | ? | ? | -7 | ? | -5% | ? | 2% | ? | ? | 10µM*
CCC(CO)Oc1cc(NCc2ccc(OC)cc2)c2ncn(C(C)C)c2c1 (stereo not given) | / | / | -17% | -6 | / | 0% | / | 0% | -8% | 4% | /
COc1cccc(/C=C2\SC(=S)N(C(C(=O)O)c3ccccc3)C2=O)c1OC (stereo not given) | 7% | 25% | -5% | -1 | ? | 2% | / | 0% | -4% | ? | ?
CCc1noc(C)c1C(=O)Nc1ccc(C(F)(F)F)cc1 | -5% | -10% | -4% | -8 | 1% | 3% | / | -3% | -9% | 5% | 16%
CN(C(=S)NC(=O)/C=C/c1ccc(F)cc1)C1CCCCC1 | -16% | 0% | -2% | 0 | 2.5µM* | -8% | 4% | 0% | -10% | -15% | 1.3µM*
Nc1ncc(Br)cc1S(=O)(=O)NCCC(=O)N1CCN(c2ccccn2)CC1 | 2% | -1% | ? | 0 | -13% | -1% | -4% | -1% | 0% | 2% | 1%
c1ccc(N(c2ccccc2)c2nc(N3CCOCC3)nc(N3CCOCC3)n2)cc1 | 1% | 2% | ? | / | -7% | 0% | -3% | 2% | -1% | 3% | 2%
CN(Cc1ccco1)C(=O)C1CCC(=O)N(CCc2cccc(F)c2)C1 (stereo not given) | 0% | 5% | -5% | -4 | -18% | 8% | / | -1% | 12% | 0% | 5%
CCOC(=O)CSc1nc(N)nc(C)c1Cl | 5% | -20% | 10% | 11 | -1% | 0% | 13% | 1% | -2% | 24µM* | 9%
CC(C)C[C@H](NC(=O)[C@@H]1O[C@H]1C(=O)O)C(=O)NCCCCN=C(N)N | 20% | 4% | 4% | 1 | -3% | -4% | 6% | -2% | -1% | 3% | -22%
CSc1ccccc1NC(=O)Cn1c([N+](=O)[O-])cnc1C | 8% | / | -1% | 5 | -4% | 3% | 7% | -3% | -2% | 0% | -7%
CC(=O)N1CCN(Cc2nc3cc(Cl)ccc3c(=O)[nH]2)CC1 | 0% | 25% | -4% | 3 | 6% | 0% | 18% | -2% | 1% | -3% | 3%
O=C(NCCCN1CCOCC1)c1ccc2nc(Cc3cccc(Cl)c3)oc2c1 | -1% | 0% | 7% | -9 | -5% | 0% | / | 1% | -2% | 2% | 4%
COc1cc(Cl)c(C)cc1NC(=O)CSc1ccccc1 | / | 1% | 2% | 17 | -81% | 8% | -2% | 5% | 0% | -1% | 29%
Cc1nc2sc(C(c3cccc(F)c3)N3CCCC(C)C3)c(O)n2n1 (stereo not given) | 5% | -1% | -4% | 0 | -5% | 1% | -1% | 1% | 3% | 1% | -21%
CN(CC(=O)N1CCCCCC1)S(=O)(=O)c1ccc(F)cc1 | -3% | -7% | ? | -25 | -9% | 6% | -5% | ? | ? | ? | 10%
COC(=O)c1cccc(CSc2nnc(C)s2)c1 | 1% | -1% | ? | 4 | ? | 2% | 13% | ? | 27% | ? | -7%
CCOC(=O)c1c(C)noc1CP(=O)(c1ccccc1)c1ccccc1 | -20% | 2% | 1% | -7 | -3% | -23% | -1% | -1% | 1% | 0% | -11%
CCCCCCN(C(=O)CCCCCN1C(=O)NC(c2ccc(-c3ccccc3)cc2)C(C(=O)OCc2ccccc2)=C1C)C(C(=O)NCCCC)c1ccccc1 (stereo not given) | -3% | -5%&0% | 14% | / | 7%&-7% | -4% | -1% | -12% | -11% | -1% | -11%&0%
COc1cc(/C=C/C(=O)OCC(=O)NC(=O)NC2CCCC2)ccc1OCC#N | / | / | -7% | -9 | / | -7% | / | -7% | -1% | 2% | /
CCCCCc1ccc(-c2ccc(OCC)cc2)nc1 | 6% | -12% | ? | 5 | -6% | -4% | -10% | 25% | ? | 11µM* | -34%
CCOC(=O)C1CCN(C(=O)COC(=O)c2ccc(Br)o2)CC1 | -3% | 29% | -2% | 1 | -5% | 8% | -9% | 10% | 1% | 3% | -1%
COc1cccc(C(C)NC(=O)Nc2cccc(C(F)(F)F)c2)c1 (stereo not given) | -15% | 3% | -4% | -7 | 35µM* | -14% | 36%[activator] | -5% | -11% | 6% | ?
C=CCn1c(C)cc(C(=O)CSc2nnc(NCc3ccccc3)s2)c1C | 1% | 6% | 26% | -13 | -8% | -2% | -4% | 7% | 11% | 17µM* | 28%
Cn1c(SCC(=O)NC2CC2)nnc1-c1ccc(Cl)cc1 | / | / | 3% | -11 | / | -2% | / | -4% | 1% | / | /
Cc1cc(C(C#N)c2ccccc2F)n2ncnc2n1 (stereo not given) | ? | -10% | 17% | 7 | -6% | 0% | ? | -2% | -10% | ? | -2%
CCN(CC)CCCN(Cc1cc2cc3c(cc2[nH]c1=O)OCO3)C(=S)NCCCOC | 2% | -6%[11.5 µM] | 17% | -5 | -5% | 1% | -16% | 3% | 8% | 7% | -2%
CCN(CC)C(=O)N1c2ccccc2Sc2ccccc21 | 4% | 3% | 7% | -1 | -7% | -5% | -11% | -4% | 0% | -1% | ?
Cc1cccc(N=C2NC(=O)c3cc([N+](=O)[O-])ccc32)c1 | ? | 2% | -11% | 4 | 10% | 2% | -3% | -4% | 3% | -8% | -18%
O=C(Nc1ccccc1)c1cccc(N2C(=O)C3C4C=CC(C4)C3C2=O)c1 (stereo not given) | 9% | -2% | -6% | -4 | 4% | -1% | / | 12% | 26% | -13% | ?
CC(C)NS(=O)(=O)c1ccc(CCC(=O)Nc2cc(Cl)ccc2Oc2ccccc2)cc1 | -2% | 11% | ? | -11 | 6% | 20% | -2% | -3% | -6% | 0% | 32%
Cc1ccnn1CCSCC(=O)O | -11% | 1% | 14% | 1 | -2% | -3% | 0% | 1% | 6% | 1% | -21%
CN(CC1CCOCC1)C(=O)c1ccc2nc(Cc3cccc(Cl)c3)oc2c1 | 4% | 1% | ? | -15 | -10% | -2% | / | -5% | 2% | -1% | 16%
CS(=O)(=O)Nc1ccc(C(=O)N2CCCC2)cc1 | 5% | -4% | 3% | 11 | 3% | -6% | 10% | -2% | 12% | 1% | -3%
CC(C)c1cc(CN2CCN(CCC#N)CC2)cc(C(C)C)c1O | 0% | -1% | -1% | 5 | -6% | 1% | / | 0% | 1% | -1% | 15%
O=C(Nc1cccc([N+](=O)[O-])c1)C1CC(=O)N(Cc2ccccc2)C1 (stereo not given) | ? | -1% | 8% | -22 | 0% | 0% | 23% | -2% | 8% | 4% | ?
O=C(NC(=S)N(CCO)Cc1ccccc1)c1cc(Br)ccc1Cl | 1% | 3% | 16% | 11 | 1.8µM* | 1% | 5% | 1% | 15% | ? | 0.79µM*
O=C(Nc1nc2c(F)cccc2s1)C1CC1 | -2% | 0% | ? | 6 | ? | 1% | 3% | ? | ? | ? | 30%
COc1cc(/C=C/C(=O)OCC(=O)Nc2ccc3c(c2)OCCO3)ccc1OCC#N | 51%[activator] | -2% | -1% | 2 | 5% | -3% | -1% | -2% | -3% | 0% | 13%
COC(=O)c1ccc(C2/C(=C(\O)c3ccc4c(c3)OCCO4)C(=O)C(=O)N2CCCN2CCOCC2)cc1 (stereo not given) | 23% | / | -3% | -13 | -2% | -1% | / | 18% | 13% | 1% | -1%
Cc1ccc(C2/C(=C(\O)c3cnn(-c4ccccc4)c3C)C(=O)C(=O)N2CCN(C)C)o1 (stereo not given) | 13% | -1% | -1% | 0 | -3% | -4% | -1% | ? | ? | -13% | 8%
